Compound activity as filed in PubChem.
K1F lysis inhibition = inhibition of K1F phage lysis, E. coli UTI89, bacterial capsule biogenesis inhibitors, alamar blue (AID 488966) | E. coli UTI89 K1F phage lysis, alamar blue, 2 h; higher % means a stronger effect | one-dose inhibition, % at 100 µM; IC50 in µM for titrated hits | hit rate 0.02% among 340,000;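 active means phage lysis inhibition, versus mean bacterial control, above a set limit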;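 further: capsule biogenesis inhibitors block K1F phage lysis so surviving cells raise fluorescence; higher fluorescence means more inhibition of phage lysis; actives were called in the ten point dose series up to 300 µM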
GPR35 antagonists = GPR35 antagonists blocking zaprinast-driven arrestin recruitment, primary screen, imaging, U2OS, beta-arrestin-GFP, zaprinast agonist (AID 2058) | inhibition, % at 10 µM, or IC50 in µM where a hit was titrated | U2OS GPR35 beta-arrestin-GFP translocation imaging, zaprinast antagonism; higher % means a stronger effect | hit rate 0.052% among 290,000;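 active means inhibition of at least 50% with at least 30 cells and total cytoplasm GFP at most 10,000,000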
GPR55 beta-arrestin = GPR55 agonists via beta-arrestin recruitment, primary screen, imaging, U2OS cells, beta-arrestin-GFP redistribution (AID 1961) | G-protein coupled receptor 55 (Homo sapiens) | U2OS GPR55 beta-arrestin-GFP redistribution imaging; higher % means a stronger effect | one-dose activation, % at 10 µM; EC50 in µM for titrated hits | hit rate 0.048% among 290,000;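 active means activation above 40% with more than 50 cells counted in the well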;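 further: U2OS osteosarcoma cells stably expressing GPR55 and beta-arrestin-GFP; plate controls were DMSO negative control for no effect and LPI positive control for full effect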
NOD1 NF-kB reporter = NOD1 signaling inhibitors, primary screen, cell-based, luminescence, uHTS (AID 1578) | NOD1-driven NF-kB luciferase reporter cells, luminescence; higher % means a stronger effect | one-dose inhibition, % at 4 µM; EC50 in µM for titrated hits | hit rate 1% among 290,000; in the data active means inhibition mostly above about 36%, no sharp cut-off; inactive means mostly below about 34%;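 further: HEK-293T reporter cells stimulated with the NOD1 agonist gamma-tri-DAP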
NTR1 agonist = agonists of NTR1, primary screen, imaging, U2OS cells, beta-arrestin-GFP, high content (AID 493036); hit rate 0.17% among 330,000; Neurotensin receptor type 1 (Homo sapiens), P30989; activation, % at 20 µM; NTR1-U2OS beta-arrestin-GFP spot imaging, agonist mode;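 active means activation at or above 40% of the spot to cytoplasm intensity ratio, with at least 20 cells analyzed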;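 further: 0% = DMSO without peptide and 100% = 100 nM NTR1 peptide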
Target sequence (P30989 whole entry, looked up): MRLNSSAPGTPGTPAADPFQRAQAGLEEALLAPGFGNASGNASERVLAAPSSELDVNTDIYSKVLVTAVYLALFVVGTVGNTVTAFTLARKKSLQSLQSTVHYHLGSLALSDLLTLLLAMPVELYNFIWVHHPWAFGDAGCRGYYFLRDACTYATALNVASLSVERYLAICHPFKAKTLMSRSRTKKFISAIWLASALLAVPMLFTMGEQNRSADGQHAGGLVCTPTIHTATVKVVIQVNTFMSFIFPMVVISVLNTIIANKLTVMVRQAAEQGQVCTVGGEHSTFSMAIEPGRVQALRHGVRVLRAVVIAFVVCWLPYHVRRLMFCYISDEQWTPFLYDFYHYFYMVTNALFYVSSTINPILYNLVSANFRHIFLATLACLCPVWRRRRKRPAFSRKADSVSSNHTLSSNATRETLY
GPR55 antagonists = GPR55 antagonists blocking LPI-driven arrestin recruitment, primary screen, imaging, U2OS, beta-arrestin-GFP, LPI agonist (AID 2013). G-protein coupled receptor 55 (Homo sapiens). U2OS GPR55 beta-arrestin-GFP translocation imaging, LPI antagonism; higher % means a stronger effect. one-dose inhibition, % at 10 µM; IC50 in µM for titrated hits. hit rate 0.13% among 290,000;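 active means spots per cell inhibited over 60%, with over 100 cells counted and total cytoplasm intensity under 500,000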;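 further: U2OS cells stably carrying GPR55 and arrestin-GFP stimulated by 5 µM LPI near EC80; imaged beta-arrestin-GFP aggregate spots per cell after agonist stimulation; plate controls were LPI-stimulated DMSO wells for no effect and DMSO wells without LPI for full effect; some results filed as inactive read as strong as hits; confirmed hits need IC50 under 10 µM and bright autofluorescent wells are also inconclusive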
KOR beta-arrestin-1 = KOR agonists, beta-arrestin recruitment, primary screen, cell-based, luminescence, uHTS (AID 1777); KOR beta-arrestin recruitment, luminescence; higher % means a stronger effect; hit rate 0.02% among 280,000; activation, % at 10 µM; hits with a dose series show EC50 in µM; Kappa-type opioid receptor (Homo sapiens); in the data active means activation above about 50%, passing the limit was not always enough; further: a part of the inactive calls stands beside numbers as strong as those of hits
MgcRacGAP inhibition = MgcRacGAP GTPase-activating activity inhibitors, confirmation, biochemical, ADP Hunter fluorescence; hit rate 0.6% among 340,000; Rac GTPase-activating protein 1 (Homo sapiens); one-dose inhibition, % at 30 µM; IC50 in µM for titrated hits; AID 624330, 2012; MgcRacGAP-stimulated Rac1 GTP hydrolysis, ADP Hunter fluorescence; higher % means a stronger effect; GST-tagged Rac1 F28L mutant substrate;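 active means first-screen hits whose inhibition reached a set limit at any dose in the follow-up dose series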;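 further: fluorescence reports GDP produced by GAP-driven GTP hydrolysis; strong numbers were not always called active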
KOR beta-arrestin-2 = KOR antagonists, beta-arrestin recruitment, cell-based, luminescence, uHTS (AID 1778); Kappa-type opioid receptor (Homo sapiens); KOR beta-arrestin recruitment, luminescence, antagonist mode; higher % means a stronger effect; one-dose inhibition, % at 10 µM; IC50 in µM for titrated hits; hit rate 0.091% among 290,000; in the data active means inhibition above about 50%; further: strong numbers were not always called active
NTR1 agonist cell count 20 µM = also measured in NTR1 agonist; calls as there; cell count; measured here: cell count, cytotoxicity flag
Active calls of the source: *; nt = no result given; [ ] = remark or other dose. A portion of the library; the hit share may differ from the screen's.

SMILES	K1F lysis inhibition	GPR35 antagonists	GPR55 beta-arrestin	NOD1 NF-kB reporter	NTR1 agonist	NTR1 agonist cell count 20 µM	GPR55 antagonists	KOR beta-arrestin-1	MgcRacGAP inhibition	KOR beta-arrestin-2
C/C(=N/N1CCN(Cc2cccc3ccccc23)CC1)c1cccnc1	0.4%	-3%	-0.1%	-38%	-1.3	84	5%	4.1%	12%	-20%
CCn1c(Cc2cccs2)nnc1SCC(=O)Nc1ccc(OC)c(OC)c1	0.6%	2%	0.2%	-8%	4.1	69	0%	1.5%	7%	10%
Cc1ccc(C(=O)NCc2ccco2)cc1S(=O)(=O)Nc1cccc(Cl)c1	-0.3%	-2%	0.1%	-11%	-3.0	81	3%	3.9%	-2%	2%
COc1ccccc1NC(=O)Cn1cnc2sc(C(=O)Nc3cc(OC)c(OC)c(OC)c3)c(C)c2c1=O	0.2%	13%	0.0%	-17%	-0.4	27	10%	4.4%	5%	-48%
CCOc1nc(NCCO)nc(Nc2ccccc2F)n1	0.8%	18%	-0.1%	-41%	1.4	35	2%	nt	8%	0%[20 µM]
CCOc1ccc(-n2ccnc2)nn1	0.0%	6%	0.0%	-3%	3.6	55	2%	0.3%	8%	-5%
COc1ccc(NC(=O)c2ccc3c(c2)N(C)CCS3)cc1	-1.9%	-7%	1.3%	22%	1.3	79	3%	0.4%	-5%	-44%[20 µM]
COc1ccc(CN(C(=O)CNC(=O)c2ccco2)C(C(=O)NC2CCCC2)c2ccco2)cc1 (stereo not given)	-1.1%	-3%	0.5%	2%	-0.7	79	4%	-4.0%	-2%	12%
O=C(NC1CCCC1)C1(c2ccccc2)CCN(S(=O)(=O)c2ccccc2)CC1	1.7%	-1%	0.0%	-5%	3.3	65	-7%	-0.9%	10%	0%
N#Cc1ccsc1NC(=O)CN1CCN(Cc2ccccc2)CC1	-1.0%	-12%	0.2%	-3%	1.2	107	3%	0.1%	9%	-13%
COc1cc(/C=N/NC(=O)C(N)=O)ccc1OC(=O)c1cccs1	-0.1%	0%	2.0%	-39%	0.7	65	4%	-1.0%	1%	-24%
Fc1ccc(-n2cc(-c3ccccc3)c3c(=S)nc[nH]c32)cc1	0.2%	0%	-0.2%	9%	17	55	2%	-1.9%	9%	-22%
COc1ccc(N2CCN(C(=O)Cc3ncc(C(F)(F)F)cc3Cl)CC2)cc1	0.1%	-1%	0.2%	-12%	2.9	53	15%	-2.7%	18%	-45%
Cc1ccc(C(=O)OCC(=O)Nc2ncc(C(F)(F)F)cc2Cl)cc1NC(=O)c1ccco1	0.5%	9%	-0.2%	-11%	0.9	73	0%	-3.8%	4%	22%
CCOC(=O)c1c(C)oc(C)c(C(=O)OCC)c1=O	0.0%	6%	0.4%	8%	-0.6	90	8%	-0.7%	2%	35%
CC12CN3CC(C)(CN(C1)C3c1ccc3c(c1)OCO3)C2=O (stereo not given)	0.2%	-5%	0.0%	-33%	nt	nt	11%	6.0%	0%	-7%
CC(O)[C@H]1CNC(=S)N1CCc1cccc(F)c1 (stereo not given in full)	2.5%	-8%	0.6%	-6%	3.8	84	7%	2.0%	10%	22%
OC(CNCc1ccc(-c2ccccc2)cc1)c1ccccc1 (stereo not given)	-0.4%[50 µM]	16%	0.4%	-20%	4.3	64	-21%	-6.0%	8%	-126%
O=C(Cn1c(C(F)(F)F)nc2ccccc21)c1ccc(Br)cc1	2.1%	2%	-0.1%	5%	5.3	47	2%	3.6%	3%	-10%
Cc1ccc(-n2nnnc2SCC(=O)N2CCCCC2)cc1	0.1%	-4%	-0.1%	7%	0.6	73	9%	-0.3%	-3%	19%
Cc1ccc(-c2ccc(NC(=O)C3C4C=CC(C4)C3C(=O)O)cc2)o1 (stereo not given)	0.0%	5%	-0.1%	-68%	-4.0	89	1%	-0.9%	0%	9%
O=C(/C=C/c1ccco1)Nc1ccc(CN2CCOCC2)cc1	-0.9%	6%	-0.2%	-17%	2.4	43	10%	1.2%	-11%	-5%
CCN(CC)c1ccc(S(=O)(=O)N(CC)CC)cc1NC(=O)c1cccnc1	0.0%	-5%	-0.3%	-32%	-1.6	46	-4%	-2.5%	11%	14%
O=S(=O)(c1cccc(S(=O)(=O)N2CCN(c3ncccn3)CC2)c1)N1CCOCC1	1.8%	-10%	0.5%	-29%	1.0	54	-3%	2.5%	7%	-14%
CC(c1ccco1)N(C(=O)c1ccc(C#N)cc1)c1ccccn1 (stereo not given)	0.0%	-3%	-0.1%	15%	-0.8	60	11%	-1.0%	8%	-14%
Additional entries.
SMILES	K1F lysis inhibition	GPR35 antagonists	GPR55 beta-arrestin	NOD1 NF-kB reporter	NTR1 agonist	NTR1 agonist cell count 20 µM	GPR55 antagonists	KOR beta-arrestin-1	MgcRacGAP inhibition	KOR beta-arrestin-2
CCC1CCCCN1CCCNC(=O)c1ccc2c(c1)c(C)c(C)n2C (stereo not given)	0.2%	1%	0.9%	-18%	-0.6	62	0%	14%	11%	-68%
O=C(CSCC(=O)N1CCOCC1)Nc1ccccc1	0.2%	-6%	0.6%	4%	-0.3	61	-5%	-6.0%	0%	-12%
Cn1nc(C(F)(F)F)c(-c2ccc(Br)cc2)c1NC(=O)c1nccnc1C(=O)O	0.8%	-7%	0.0%	-7%	1.8	48	-4%	18%	8%	11%
Cc1ccc(C(=O)NCc2ccc(N3CCN(C(=O)OC(C)(C)C)CC3)cc2)cc1	-0.1%	6%	1.4%	-10%	4.3	52	15%	-0.1%	-2%	-12%
CCN(Cc1ccccc1)C(=O)Cc1c[nH]c2ccccc12	0.9%	7%	0.3%	-27%	0.7	55	-8%	-3.5%	5%	-12%
CC(=O)Nc1ccc(N(C(=O)Cc2c[nH]c3ccccc23)C(C(=O)NC2CCCCC2)c2ccco2)cc1 (stereo not given)	3.0%	0%	-0.2%	2%	-2.0	52	-5%	-1.2%	10%	29%
COc1cc(-c2nc3cnccn3c2NC(C)(C)CC(C)(C)C)ccc1O	0.2%	0%	0.2%	8%	2.6	63	-1%	1.2%	17%	-26%[20 µM]
CCN(CC)CCNC(=O)Cn1c(C)cc2ccccc2c1=O	0.1%	-13%	-0.1%	3%	-1.1	84	3%	-6.1%	4%	-20%
COC(=O)Cn1nc(-c2ccccc2)c2ccccc21	-0.6%	-10%	-0.3%	-7%	-0.5	76	-10%	-2.9%	-1%	-2%
CCOc1ccc(NC(=O)NC(C)CC)cc1 (stereo not given)	1.3%	7%	0.5%	32%*	0.5	91	18%	-2.8%	3%	3%
O=C(NCc1cccnc1)c1cc2ccccc2oc1=O	7.3%	-10%	-0.1%	-2%	0.0	55	10%	-2.2%	5%	-10%
O=C(NCCc1ccc(Cl)cc1)C1CC(=O)N(CCc2ccccc2)C1 (stereo not given)	0.2%	-3%	-0.1%	-21%	0.9	78	2%	-5.4%	13%	-39%
Cc1cccnc1NC(=O)CCNC(=O)c1ccc(Br)cc1	0.0%	6%	-0.2%	-19%	0.7	65	9%	-1.4%	5%	13%
Cc1ccccc1CN1CCN(CC(=O)NCc2ccccc2)CC1	0.0%	10%	-0.1%	-17%	1.8	66	1%	-2.1%	3%	-12%
c1ccc(-n2cc(CNCCc3cscn3)c(-c3ccc4c(c3)OCO4)n2)cc1	0.7%	10%	0.2%	-30%	3.6	24	-6%	nt	12%	-46%[20 µM]
CS(=O)(=O)N1CCN(c2ccc(NC(=O)Cc3ccccc3)cc2)CC1	2.5%	4%	-0.2%	12%	-0.1	54	-9%	nt	1%	5%
c1ccc(CNc2ncnc3nc[nH]c23)nc1	0.3%	-9%	-0.1%	-20%	-0.1	71	16%	-3.4%	-1%	16%
CC(=O)N1CCN(Cc2cc(=O)n3cc(Cl)c(C)c(Cl)c3n2)CC1	1.4%	-1%	-1.0%	2%	-0.1	99	4%	6.1%	7%	-29%
COc1cc(OC)cc(C(=O)NC2CCSC2=O)c1 (stereo not given)	0.4%	11%	0.3%	-6%	1.3	79	-14%	-0.1%	4%	10%
CCS(=O)(=O)N1CCC(C(=O)NCc2ccco2)CC1	1.9%	-4%	-0.1%	-4%	-0.4	41	2%	3.0%	-1%	-2%
CSCCC(NC(=O)c1ccccc1Br)C(=O)NCc1ccc(F)cc1 (stereo not given)	0.1%	-6%	-0.1%	19%	0.1	67	11%	-0.4%	7%	-25%
CCCOc1ccc(/C=C2/C(=O)ON=C2C)cc1OCC	0.2%	-4%	0.4%	-9%	9.6	87	4%	-4.5%	13%	-14%
Cc1ccnc(SCC(=O)Nc2sc3c(c2C#N)CCCC3)n1	0.5%	-4%	2.2%	46%	4.2	29	0%	-0.9%	9%	24%
Cc1nc(Nc2cccc(C(C)O)c2)c2nnn(Cc3ccccc3F)c2n1 (stereo not given)	0.1%	-14%	0.1%	-6%	0.7	61	5%	-7.0%	1%	3%[20 µM]
O=C(CSc1nc(-c2ccccc2)cs1)Nc1nccs1	0.6%	10%	-0.1%	-16%	-0.9	76	14%	-1.8%	8%	12%
CCN(CC)S(=O)(=O)c1cccc(C(=O)OCC(=O)N2CC(=O)Nc3ccccc32)c1	-0.1%	-2%	-0.3%	nt	1.1	85	7%	3.6%	5%	33%
COc1ccc2cc(CN(CC3CCCO3)C(=S)NCc3ccco3)c(=O)[nH]c2c1 (stereo not given)	-0.1%	-4%	0.5%	-9%	0.9	55	-2%	-2.5%	-5%	5%
COc1ccc(C(CNc2ccc(S(C)(=O)=O)cc2[N+](=O)[O-])N(C)C)cc1OC (stereo not given)	-0.1%	20%	-0.2%	-17%	-0.6	60	1%	-3.0%	-1%	-37%
O=C(CSc1ccccc1)N/N=C/c1ccccc1O	-2.3%	-5%	-0.1%	-32%	4.0	45	0%	-2.2%	5%	-70%[20 µM]
Cc1ccc(NC(=O)COC(=O)c2nn(C)cc2Cl)cc1	0.6%	1%	-0.2%	2%	-1.3	51	-18%	-3.0%	6%	10%

Structures above shown as hits in NOD1 NF-kB reporter:
Molecule	GPR35 antagonists	GPR55 beta-arrestin	NOD1 NF-kB reporter	GPR55 antagonists	KOR beta-arrestin-1	MgcRacGAP inhibition	KOR beta-arrestin-2
CCOc1ccc(NC(=O)NC(C)CC)cc1 (stereo not given)	7%	0.5%	32%*	18%	-2.8%	3%	3%
